MsrA act: activates bovine MsrA enzyme; AID 602163; purified bovine MsrA, absorbance read-out; activation, % at 10.6 µM; 0.3% of 360,000 active; in the data active = activation above about 7.5%;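 note: 0% = vehicle and 100% = reference activator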
SKN-1 inh: C. elegans SKN-1 inhibition; C. elegans VP596 Pgst-4::GFP/RFP ratio, acrylamide-induced, 24 h; inhibition, % at 21.8 µM; 0.49% of 360,000 active;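 active = interference check ratio from 0.5 to 1.5 plus GFP to RFP signal ratio inhibition reaching or exceeding a fixed threshold, cut at about 30% in these data, passing the limit was not always enough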; note: some compounds called inactive have numbers as strong as hits
FAS-TE inh: FAS thioesterase (human) inhibition; P49327; recombinant FAS-TE, OMFH fluorogenic substrate, fluorescence endpoint; inhibition, % at 15 µM; 0.67% of 360,000 active; AID 602261;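 active = compounds whose normalised, plate-corrected inhibition of enzyme fluorescence in the single-dose primary screen is 50% or more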;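 note: 0% = DMSO with enzyme and 100% = substrate without enzyme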
Rin1-Abl PPI inh: blocks binding of human Rin1 to Abl | inhibition, % at 7.35 µM | P00519+Q13671 | 0.4% of 360,000 active | AID 588664 | TR-FRET Rin1/Abl binding, biochemical; in the data active = inhibition above about 5%, passing the limit was not always enough
Target sequence (P00519 whole entry, looked up): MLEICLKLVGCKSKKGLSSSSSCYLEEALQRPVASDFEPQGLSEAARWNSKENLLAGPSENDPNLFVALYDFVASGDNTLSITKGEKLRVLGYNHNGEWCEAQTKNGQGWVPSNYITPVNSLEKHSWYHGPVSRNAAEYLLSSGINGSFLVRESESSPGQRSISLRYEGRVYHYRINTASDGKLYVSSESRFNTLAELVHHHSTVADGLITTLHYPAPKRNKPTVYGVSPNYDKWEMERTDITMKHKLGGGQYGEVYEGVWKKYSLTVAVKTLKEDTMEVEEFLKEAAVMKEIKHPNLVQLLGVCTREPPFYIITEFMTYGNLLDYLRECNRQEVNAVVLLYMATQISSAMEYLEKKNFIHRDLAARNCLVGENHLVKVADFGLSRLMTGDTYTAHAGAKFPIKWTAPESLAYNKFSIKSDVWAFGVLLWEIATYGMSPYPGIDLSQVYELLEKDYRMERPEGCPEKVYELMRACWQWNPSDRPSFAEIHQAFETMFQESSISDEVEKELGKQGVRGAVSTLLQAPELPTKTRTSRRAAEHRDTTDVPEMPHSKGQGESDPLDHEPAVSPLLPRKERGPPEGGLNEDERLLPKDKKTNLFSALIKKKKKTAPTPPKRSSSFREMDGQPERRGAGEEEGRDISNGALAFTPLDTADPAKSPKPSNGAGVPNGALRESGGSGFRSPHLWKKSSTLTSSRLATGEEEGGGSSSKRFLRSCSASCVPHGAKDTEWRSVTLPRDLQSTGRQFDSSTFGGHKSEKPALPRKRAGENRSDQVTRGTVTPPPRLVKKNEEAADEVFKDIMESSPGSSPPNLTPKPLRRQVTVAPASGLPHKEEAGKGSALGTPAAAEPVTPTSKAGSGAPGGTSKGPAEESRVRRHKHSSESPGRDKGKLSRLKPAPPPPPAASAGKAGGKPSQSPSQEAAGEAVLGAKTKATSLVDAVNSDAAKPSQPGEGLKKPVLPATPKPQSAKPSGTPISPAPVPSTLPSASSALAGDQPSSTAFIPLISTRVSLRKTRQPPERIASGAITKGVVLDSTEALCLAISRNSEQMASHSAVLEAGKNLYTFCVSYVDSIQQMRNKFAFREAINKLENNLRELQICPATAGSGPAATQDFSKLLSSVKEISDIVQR
Target sequence (Q13671 whole entry, looked up): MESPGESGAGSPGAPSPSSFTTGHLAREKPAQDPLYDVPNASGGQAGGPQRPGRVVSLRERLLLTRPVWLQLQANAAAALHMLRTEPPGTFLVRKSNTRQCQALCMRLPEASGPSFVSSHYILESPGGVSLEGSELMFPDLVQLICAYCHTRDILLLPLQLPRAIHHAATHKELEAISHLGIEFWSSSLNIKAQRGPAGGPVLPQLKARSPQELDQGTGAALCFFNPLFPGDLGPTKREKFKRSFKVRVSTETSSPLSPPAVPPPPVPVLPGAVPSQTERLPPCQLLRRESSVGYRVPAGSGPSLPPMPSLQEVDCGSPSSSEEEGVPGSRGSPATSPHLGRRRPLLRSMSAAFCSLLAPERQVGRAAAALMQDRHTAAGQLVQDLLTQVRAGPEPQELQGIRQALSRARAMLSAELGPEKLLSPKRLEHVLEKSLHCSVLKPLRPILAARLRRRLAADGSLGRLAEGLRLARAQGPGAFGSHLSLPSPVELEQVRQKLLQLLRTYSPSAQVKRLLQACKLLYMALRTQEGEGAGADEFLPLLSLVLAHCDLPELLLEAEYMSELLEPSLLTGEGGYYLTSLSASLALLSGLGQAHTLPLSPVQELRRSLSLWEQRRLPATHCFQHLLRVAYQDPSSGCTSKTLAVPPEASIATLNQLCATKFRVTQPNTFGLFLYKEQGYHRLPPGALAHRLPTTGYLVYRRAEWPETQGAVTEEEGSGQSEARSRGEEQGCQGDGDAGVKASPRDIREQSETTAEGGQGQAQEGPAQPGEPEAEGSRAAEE
Neddylation inh: inhibitors of human cullin neddylation; TR-FRET cullin neddylation, biochemical; calls only at 25 µM; 0.58% of 360,000 active; AID 651699; in the data active = inhibition above about 36%
NRP1-CendR mod: NRP-1/CendR interaction modulation | O14786 | FAM-RPARPAR peptide binding to NRP-1, fluorescence polarization | inhibition, % at 25 µM | 0.85% of 360,000 active | AID 602438;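 active = inhibition or corrected inhibition above about 18%, plus a signal ratio from 0.5 to 1.5, limit read from the data, passing the limit was not always enough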; note: strong numbers were not always called active
E coli Lon inh: E. coli protease La inhibition; 0.42% of 360,000 active; inhibition, % at 7.94 µM; purified E. coli Lon protease, fluorescence polarization; in the data active = inhibition above about 13%, passing the limit was not always enough;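 note: 0% = enzyme with probe and DMSO and 100% = no enzyme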
MLLE-PAM2 inh: blocks PAM2 peptide binding to the PABP1 MLLE domain; P11940; inhibition, % at 20 µM; GST-MLLE / FITC-PAM2 fluorescence polarization; AID 588489; 0.36% of 360,000 active; in the data active = inhibition above about 35%, passing the limit was not always enough;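 note: plate controls were DMSO wells with GST-MLLE for no effect and wells lacking GST-MLLE protein for full effect; some results filed as inactive read as strong as hits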
MT1-MMP act inh: MT1-MMP (human) activation inhibition; P50281; HT1080 RFP-PRO-GFP cells, GFP/RFP ratio fluorescence, overnight; percent of plate control window, DMSO zero; GFP/RFP ratio change, % at 20 µM; 0.061% of 360,000 active;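 active = GFP/RFP ratio change of at least 30% with cell ATP level not reduced by more than half and red fluorescence within 50% of control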; note: strong numbers were not always called active
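Test system: HT1080 RFP-PRO-GFP cells; Benchmarks: DMSO and RFP-L50D-GFP cell wells; Timing: cells overnight before dosing, compound overnight, 37 °C, 5% CO2; Compound: one 20 µM compound dose with 1% DMSO; Read-out: GFP/RFP fluorescence ratio.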
Numbers without * were called inactive; i = inactive; / = not tested or not shown.

SMILES	MsrA act	SKN-1 inh	FAS-TE inh	Rin1-Abl PPI inh	Neddylation inh	NRP1-CendR mod	E coli Lon inh	MLLE-PAM2 inh	MT1-MMP act inh
N#CC1(NC(=O)COC(=O)c2ccccc2SCC(=O)N2CCCC2)CCCCC1	-1	9	-8	3	i	18	4	-16	-1
CC(C)(C)C(=O)Nc1ccc(C(=O)CSc2nnc(C3CC3)n2C2CC2)cc1	-6	-12	-6	5	i	9	8	22	-4
O=c1c(CN2CCN(Cc3ccccc3)CC2)coc2ccc(Cl)cc12	-5	-8	-1	2	i	2	-9	9	4
CCC(=O)Oc1ccc(-c2cnc3ccccc3n2)cc1	-1	0	4	1	i	-11	-6	-24	4
Fc1ccc(NC(=S)Nc2ccccc2Cl)cc1	-3	6	-10	0	i	-3	-1	33	6
Cc1cc(C(=O)CSc2cccc[n+]2[O-])c(C)n1-c1ccc(OC(F)F)cc1	-3	0	8	-2	i	-10	1	11	-4
Cc1cc(C)c2[nH]c(=O)c(C(c3nnnn3Cc3ccc4c(c3)OCO4)N3CCCCC3)cc2c1 (stereo not drawn)	-4	-11	2	0	i	-14	2	2	-6
N#C/C(C(=O)Oc1ccccc1)=C1\C=CC=CN1	0	14	23	-2	i	2	-3	-8	3
COc1cccc(CNn2cn[nH]c2=S)c1OCc1ccccc1	-8	-2	-3	-2	i	1	0	2	1
CSCCCNC(=S)Nc1ccc(N2CCOCC2)cc1	-1	-1	-3	-3	i	-8	-3	-23	1
Cc1cc(N2C(=O)C(=O)/C(=C(/O)c3ccccc3)C2c2cccc(Br)c2)no1 (stereo not drawn)	-4	-10	-4	0	i	0	-8	10	0
CCOc1ccc(N(C)S(=O)(=O)c2ccc(C)c(C(=O)OCC(=O)c3c[nH]c4ccccc34)c2)cc1	-4	9	39	0	i	-2	2	-12	-20
O=C(O)c1ccc(NC2=C/C(=N/S(=O)(=O)c3cccs3)c3ccccc3C2=O)cc1	-2	-3	14	-1	i	42*	8	11	5
CC(=O)Nc1cccc(NC(=S)Nc2ccc(F)c(Cl)c2)c1	-4	9	8	1	i	13	0	25	-4
Cc1ccc(S(=O)(=O)NCC(c2ccc3c(c2)OCO3)N2CCN(c3ccccc3)CC2)cc1 (stereo not drawn)	0	11	36	3	i	0	-7	3	-6
COc1cc2c(-c3ccc4cc[nH]c4c3)c(-c3ccsc3)oc(=O)c2cc1OC	-7	5	32	3	i	-2	4	-7	-3
Cc1cccc(C)c1NS(=O)(=O)c1cc2c3c(c1)CC(=O)N3CCC2	0	14	-41	0	i	-4	-11	0	-6
CCOC(=O)C1=C(COC(=O)/C=C/c2ccccc2Cl)NC(=O)NC1C (stereo not drawn)	-3	-10	2	3	i	6	-3	-4	3
CC(C)c1ccc(N(CCc2ccccn2)C(=O)C(C)(C)C)cc1	0	-2	9	0	i	6	-6	0	-5
CCc1ccc2oc(=O)cc(CN3CCC(C)CC3)c2c1	-3	-3	8	-1	i	-2	2	1	-5
CC(C)COc1ccc(CNC(=S)N/N=C/c2ccc([N+](=O)[O-])cc2)cc1	1	-3	24	0	i	7	5	9	4
Cc1ccc(CNC(=O)CC(NC(=O)c2ccccc2)c2ccccc2)cc1 (stereo not drawn)	-1	1	-3	2	i	4	-7	-4	0
CC(=O)c1ccc(OCCCC(=O)N2CCN(S(=O)(=O)c3ccc(C(C)C)cc3)CC2)cc1	-1	21	26	4	i	13	14	-13	-20
O=C1CN(C(=O)COC(=O)c2ccc[n+]([O-])c2)c2ccccc2N1	-14	-2	-4	2	i	20	-1	-3	/
COC(=O)C1=CN(Cc2cccs2)C=C(C(=O)OC)C1c1ccc(OC)cc1OC	-3	-2	12	3	/	-7	-7	-4	1

(listing goes on)
SMILES	MsrA act	SKN-1 inh	FAS-TE inh	Rin1-Abl PPI inh	Neddylation inh	NRP1-CendR mod	E coli Lon inh	MLLE-PAM2 inh	MT1-MMP act inh
Clc1ccccc1Cc1noc(CN2CCCCC2CCc2ccccn2)n1 (stereo not drawn)	-4	6	24	1	i	0	2	-8	-4
O=C(NC1CCCN(c2ccc(C(F)(F)F)cn2)C1)c1ccncc1 (stereo not drawn)	1	7	-4	1	i	1	-2	4	5
O=C(CN1C(=O)NC2(CCCCC2)C1=O)N1CCN(C(=O)c2cccs2)CC1	-3	8	-4	0	i	-8	-4	-45	1
CCN(CC)CCN(C(=O)c1ccc(C(=O)c2ccccc2)cc1)c1nc2ccc(OC)cc2s1	-1	-1	30	-2	i	-4	-4	-7	1
COCc1ccc(C(=O)N2CCCCC2C(=O)Nc2ccc(-n3nc(C)cc3C)cc2)o1 (stereo not drawn)	-4	12	-2	-3	i	1	-10	1	0
CCC(=O)Nc1c(S(=O)(=O)c2ccccc2)c2nc3ccccc3nc2n1C(C)c1ccccc1 (stereo not drawn)	-7	5	17	-2	/	13	8	1	-1
Clc1nc2nc3n(c2nc1Cl)CCC3	-3	1	-10	0	i	9	2	1	-2
C/C(=N\NC(=O)C(=O)Nc1c(C)n(C)n(-c2ccccc2)c1=O)c1ccc(Cl)s1	-3	2	-5	2	i	-7	-1	-6	4
CCOc1ccc(-c2nc(N)nc(C)c2-c2ccc(OC)c(OC)c2)c(O)c1	-2	20	-1	-2	i	5	-4	0	0
CCN(CC)c1ccc(C=Nc2ccc(OC)c(S(=O)(=O)N3CCOCC3)c2)c(O)c1	-6	24	15	-4	i	-17	-2	-6	-2
CCN1CCCC1CNC(=O)COc1cc(=O)n(C)c2ccccc12 (stereo not drawn)	-2	10	-1	-4	i	0	-6	-4	1
CCN1CCN(c2ncnc3c2nnn3Cc2ccccc2)CC1	-1	19	-7	4	i	0	-5	2	-2
C[C@@H]1CCCCCCCCC(=O)OCCN(C(=O)OC(C)(C)C)[C@H](C)CCCCCCCCC(=O)OCCN(C(=O)OC(C)(C)C)[C@H](C)CCCCCCCCC(=O)OCCN(C(=O)OC(C)(C)C)[C@H](C)CCCCCCCCC(=O)OCCN1C(=O)OC(C)(C)C	-1	10	-1	-4	i	13	5	-4	-4
O=C(CSc1nnc2n(C3CCCC3)c(=O)c3ccccc3n12)N1CCCCCC1	-2	5	2	0	i	-2	5	-37	-7
CN(CC(=O)Nc1c(Cl)cccc1Cl)C(=O)c1ccc2ccccc2n1	-5	10	-8	0	i	0	7	-16	-3
CCc1nnc(NC(=O)C2CCN(c3ncnc4sc(C)c(C)c34)CC2)s1	-1	6	-6	1	i	1	-3	-26	-4
CC(C)C(NC(=O)C12CC3CC(CC(C3)C1)C2)C(=O)N/N=C/C1=C(N2CCOCC2)C(=C\c2ccc([N+](=O)[O-])cc2)/CC1 (stereo not drawn)	-5	15	79*	-4	i	-9	-10	-24	-24
CCOc1ccc(-c2cc(C(=O)NCCCn3ccnc3)c3ccccc3n2)cc1	-3	-6	-13	-2	/	-14	1	13	-1
Cc1ccc(C)c(C(=O)Cn2ncc(Cl)c(Cl)c2=O)c1	-3	8	6	-1	i	20*	-2	-17	-3
Cc1cccc(C(=O)OCc2cc3ccccc3[nH]c2=O)c1	-2	-14	-3	-4	i	3	-4	-9	7
Cc1cc(C(=O)OCC(=O)Nc2c(Cl)cccc2C(F)(F)F)c(C)o1	-2	7	-2	-5	i	-6	-7	11	-4
Cc1cccc(NC(=O)c2cc(-c3cc(C)c(C)cc3O)n[nH]2)c1	-3	6	-2	0	i	4	-9	-19	4
CCOc1ccc(S(=O)(=O)NCCC(=O)N(CC)CC(=O)Nc2c(F)cccc2F)cc1	1	0	-3	2	i	-5	-3	-1	-2
CCOc1ccc(/C=C(\C(=O)O)c2ccc(S(=O)(=O)N3CCOCC3)s2)cc1OC	-4	-3	-4	0	i	3	-8	11	-3
C/C(CC(=O)Nc1ccc(Cl)cc1Cl)=N\NC(=O)C(=O)N1CCCC1	0	3	1	3	i	-8	-11	-5	-5
CCN(Cc1ccccc1)C1CCN(Cc2ccccc2)CC1	-1	-8	-4	0	i	3	-3	10	5
CC(C)C(=O)N1CCC1(C)C(=O)NCc1ccc(F)cc1Cl (stereo not drawn)	-2	0	-8	-2	i	-1	-1	-11	6
COc1cc(OC)c(OC)cc1/C=C1\Oc2cc(OCC(=O)N3Cc4ccccc4C[C@H]3C(=O)O)ccc2C1=O	-2	30	-6	-7	i	140	-266	-7	-72
O=C(O)c1ccccc1Cc1ccc2c(c1)CCCC2	-2	0	-7	2	i	2	1	7	1
CN(c1ccccc1)S(=O)(=O)c1cccc(NC(=O)CN2CCc3ccccc3C2)c1	2	3	16	-3	i	6	-3	5	0

Grouped by structure: the entries above containing an aryl methoxy group
SMILES	MsrA act	SKN-1 inh	FAS-TE inh	Rin1-Abl PPI inh	Neddylation inh	NRP1-CendR mod	E coli Lon inh	MLLE-PAM2 inh	MT1-MMP act inh
COc1cccc(CNn2cn[nH]c2=S)c1OCc1ccccc1	-8	-2	-3	-2	i	1	0	2	1
COc1cc2c(-c3ccc4cc[nH]c4c3)c(-c3ccsc3)oc(=O)c2cc1OC	-7	5	32	3	i	-2	4	-7	-3
COC(=O)C1=CN(Cc2cccs2)C=C(C(=O)OC)C1c1ccc(OC)cc1OC	-3	-2	12	3	/	-7	-7	-4	1
CCN(CC)CCN(C(=O)c1ccc(C(=O)c2ccccc2)cc1)c1nc2ccc(OC)cc2s1	-1	-1	30	-2	i	-4	-4	-7	1
CCOc1ccc(-c2nc(N)nc(C)c2-c2ccc(OC)c(OC)c2)c(O)c1	-2	20	-1	-2	i	5	-4	0	0
CCN(CC)c1ccc(C=Nc2ccc(OC)c(S(=O)(=O)N3CCOCC3)c2)c(O)c1	-6	24	15	-4	i	-17	-2	-6	-2
CCOc1ccc(/C=C(\C(=O)O)c2ccc(S(=O)(=O)N3CCOCC3)s2)cc1OC	-4	-3	-4	0	i	3	-8	11	-3
COc1cc(OC)c(OC)cc1/C=C1\Oc2cc(OCC(=O)N3Cc4ccccc4C[C@H]3C(=O)O)ccc2C1=O	-2	30	-6	-7	i	140	-266	-7	-72

Source: PubChem BioAssay (several laboratories)
